UBC13 polyUb = blocks human UBC13 polyubiquitin chain formation | P61088 | TR-FRET | inhibition, % at 20 µM | hit rate 0.47% among 330,000 | AID 485273; in the data active = inhibition above about 45%, passing the limit was not always enough
Target sequence (P61088 whole entry, looked up): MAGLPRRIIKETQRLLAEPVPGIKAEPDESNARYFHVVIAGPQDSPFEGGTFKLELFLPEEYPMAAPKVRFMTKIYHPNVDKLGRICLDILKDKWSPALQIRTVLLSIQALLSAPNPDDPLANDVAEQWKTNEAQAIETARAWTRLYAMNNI
CXCR6 block = inhibitors of human CXCR6 receptor; AID 602244; hit rate 0.36% among 360,000; inhibition, % at 20 µM; O00574; CHO-K1 PathHunter CXCR6 beta-arrestin, luminescence; in the data active = inhibition above about 34%, passing the limit was not always enough;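 note: antagonist mode with CXCL16 agonist at 10 nM final; 0% = 10 nM CXCL16 with DMSO and 100% = unstimulated wells without agonist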
APJ ag = activates the human apelin receptor APJ. P35414. CHO-K1 APJ PathHunter beta-arrestin, luminescence; 0% DMSO wells, 100% apelin. activation, % at 20 µM. hit rate 0.11% among 330,000. AID 2520;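 active = activation more than six SD over the plate average, tested at 20 µM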;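 note: 0% = DMSO alone and 100% = apelin-13 at 10 nM; some results filed as inactive read as strong as hits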
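Test system: CHO-K1 APJ beta-arrestin complementation cell line | Compound: Single test compound dose, 20 µM final, 1% DMSO | Incubation: Compound 90 min 25 °C, reagent 1 h | Measured by: beta-gal luminescence | Read-out basis: APJ–arrestin association signal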
APJ antag = blocks the human apelin receptor APJ; P35414; CHO-K1 APJ beta-arrestin complementation, luminescence; inhibition, % at 20 µM; hit rate 0.32% among 330,000; AID 2521;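 active = inhibition above about 40% at 20 µM, limit read from the data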;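 note: cells challenged with 10 nM apelin-13 agonist together with compound; plate controls were apelin-13 plus DMSO wells for no effect and DMSO wells lacking apelin-13 for full effect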
ATG4B inhibitor = ATG4B (human) cysteine protease inhibition; ATG4B cleavage of LC3-PLA2, NBD-HPC fluorescence, 1 h; inhibition, % at 8.33 µM; hit rate 0.51% among 340,000; in the data active = inhibition above about 40%
Target sequence (Q9Y4P1 whole entry, looked up): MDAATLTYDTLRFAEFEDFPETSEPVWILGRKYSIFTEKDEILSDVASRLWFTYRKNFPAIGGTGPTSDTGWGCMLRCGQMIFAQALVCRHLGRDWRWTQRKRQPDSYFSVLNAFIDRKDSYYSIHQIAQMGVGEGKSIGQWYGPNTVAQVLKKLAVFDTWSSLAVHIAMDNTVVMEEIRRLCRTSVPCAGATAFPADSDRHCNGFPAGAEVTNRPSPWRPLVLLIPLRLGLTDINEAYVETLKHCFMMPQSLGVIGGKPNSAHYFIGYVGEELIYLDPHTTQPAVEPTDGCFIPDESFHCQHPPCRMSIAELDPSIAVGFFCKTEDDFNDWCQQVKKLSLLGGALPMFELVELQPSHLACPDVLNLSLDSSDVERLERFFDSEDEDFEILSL
Gli-Sufu block = antagonists of Gli-Sufu signaling; Sufu-KO-LIGHT fibroblasts, Gli luciferase reporter luminescence; inhibition, % at 5 µM; hit rate 0.74% among 340,000;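 active = inhibition above about 55%, limit read from the data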;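 note: 0% = DMSO-treated cells and 100% = wells with medium but no cells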
CCR6 antagonist = CCR6 (human) receptor antagonism. AID 493098. inhibition, % at 20 µM. P51684. hit rate 0.49% among 340,000. CHO-K1 CCR6 PathHunter beta-arrestin, luminescence, CCL20-stimulated;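 active = compounds whose inhibition of the agonist-driven luminescence signal at 20 µM reaches about 50%, limit read from the data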;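 note: cells stimulated with CCL20 at 14 nM final; plate controls were DMSO with CCL20 for no effect and DMSO without agonist for full effect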
EBI2 antag = EBI2 (human) antagonism; hit rate 0.81% among 360,000; EBI2 beta-arrestin recruitment, luminescence, 7a,25-OHC stimulated; P32249; inhibition, % at 5 µM; in the data active = inhibition above about 38%;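 note: enzyme fragment complementation signal reports receptor beta-arrestin coupling in cells; 0% = agonist plus DMSO wells and 100% = wells without agonist; some results beyond the cut were filed as inactive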
* hit, by the source's call; . = no result given.

1: COc1ccccc1NC(=O)c1ccc(NC(=O)CN2CCCC2)cc1
2: CCC(=O)Nc1ccc(S(=O)(=O)N2CCc3ccccc32)cc1
3: Cc1[nH]c(=O)c(C#N)c2c1CSC(C)(C)C2
4: CCN(CC)/C(=N/O)NC(=O)NS(=O)(=O)c1ccc(C)cc1
5: COc1ccc(-n2c(COc3cccc(C)c3)nnc2SCC(=O)O)cc1
screen / no. | 1 | 2 | 3 | 4 | 5
UBC13 polyUb | 2 | 3 | -11 | -2 | -8
CXCR6 block | -2 | -11 | -2 | 0 | -1
APJ ag | 2 | -3 | -1 | -1 | 1
APJ antag | -18 | 2 | 0 | -5 | 19
ATG4B inhibitor | -1 | -8 | 6 | 3 | -1
Gli-Sufu block | -9 | 6 | 6 | 2 | 7
CCR6 antagonist | 9 | 14 | -4 | -4 | 1
EBI2 antag | 3 | -9 | -3 | -16 | -4

Four of the compounds above, tab-delimited:
no.	Structure	UBC13 polyUb	CXCR6 block	APJ ag	APJ antag	ATG4B inhibitor	Gli-Sufu block	CCR6 antagonist	EBI2 antag
2	CCC(=O)Nc1ccc(S(=O)(=O)N2CCc3ccccc32)cc1	3	-11	-3	2	-8	6	14	-9
5	COc1ccc(-n2c(COc3cccc(C)c3)nnc2SCC(=O)O)cc1	-8	-1	1	19	-1	7	1	-4
4	CCN(CC)/C(=N/O)NC(=O)NS(=O)(=O)c1ccc(C)cc1	-2	0	-1	-5	3	2	-4	-16
3	Cc1[nH]c(=O)c(C#N)c2c1CSC(C)(C)C2	-11	-2	-1	0	6	6	-4	-3

Next part.
6: CC(C)CCC(CC(C)O)c1n[nH]c(=S)n1-c1ccccc1 (configuration not stated)
7: Cc1cccc(NC(=O)COc2ccccc2)c1
8: O=S1(=O)CCOC[C@H](Cc2ccccc2)N1Cc1ccccc1Br
9: COc1ccc(-c2csc(/C(C#N)=C/Nc3cc4oc5ccccc5c4cc3OC)n2)cc1
10: COC(=O)c1ccc(NC(=O)c2ccccc2N(C)S(=O)(=O)c2ccccc2)cc1
screen / no. | 6 | 7 | 8 | 9 | 10
UBC13 polyUb | 21 | 7 | . | -44 | 4
CXCR6 block | 0 | 4 | 10 | -6 | 3
APJ ag | 0 | -1 | . | -7 | 4
APJ antag | -9 | -10 | . | -23 | -6
ATG4B inhibitor | -9 | 5 | -6 | 1 | -15
Gli-Sufu block | 2 | -8 | 0 | 7 | 4
CCR6 antagonist | -4 | 17 | 18 | -4 | 0
EBI2 antag | -28 | -2 | 7 | 1 | -4

11: COc1cc(OC)c(NC(=O)CN(C)S(=O)(=O)c2ccc3[nH]c(=O)oc3c2)cc1Cl
12: CCOc1ccc2[nH]cc(C(=O)NCCCN3CCOCC3)c(=O)c2c1
13: CNC(=O)NC(=S)NC(=O)c1ccc(OC)cc1
14: CCn1c(SCC(=O)N2CCCCC2)nc2c1c(=O)n(C)c(=O)n2C
15: O=C(CSc1nnc(-c2ccncc2)n1Cc1ccco1)Nc1ccccc1F
screen / no. | 11 | 12 | 13 | 14 | 15
UBC13 polyUb | -8 | -10 | -7 | 4 | 5
CXCR6 block | -2 | -11 | 20 | 1 | 1
APJ ag | -2 | 1 | -2 | -3 | -4
APJ antag | 20 | 5 | 17 | -24 | -7
ATG4B inhibitor | -13 | 2 | -1 | -7 | 0
Gli-Sufu block | 2 | 6 | -12 | -3 | 6
CCR6 antagonist | 13 | -6 | 31 | 5 | -4
EBI2 antag | -1 | -1 | 1 | 3 | 2

16: CCn1c2ccccc2n2c(=O)c(=O)n(CC(=O)Nc3ccc(C(C)C)cc3)nc12
17: O=C(CN(Cc1ccccc1)S(=O)(=O)c1ccccc1)N/N=C/c1ccccc1C(=O)O
18: CCC(=O)Nc1ncc2c(n1)CC(c1ccco1)CC2=O (configuration not stated)
19: CCC(=NCCc1ccccc1)C1=C(O)CCC1=O
20: O=C(Nc1ccc([N+](=O)[O-])cc1)N1CCN(C(=O)C2CCCO2)CC1 (configuration not stated)
screen / no. | 16 | 17 | 18 | 19 | 20
UBC13 polyUb | 2 | 6 | -6 | 0 | -7
CXCR6 block | 25 | 3 | 0 | -8 | -9
APJ ag | -1 | -4 | -1 | -2 | 4
APJ antag | -2 | -27 | 13 | -7 | 7
ATG4B inhibitor | 4 | 9 | -3 | 3 | 7
Gli-Sufu block | 3 | -3 | -13 | 3 | -3
CCR6 antagonist | 43 | -3 | -15 | 13 | 2
EBI2 antag | 20 | -2 | -10 | -5 | 4

21: O=C(/C=C/c1ccc(F)cc1)N1CCN(Cc2ccccc2)CC1
22: O=C(NNS(=O)(=O)c1ccc(F)cc1)C1CCN(Cc2cccc(F)c2)CC1
23: Cc1ccc(N(Cc2ccccc2)C(=O)c2cccc(S(=O)(=O)N3CC(C)OC(C)C3)c2)cc1 (configuration not stated)
24: O=[N+]([O-])c1ccc(-c2cnc[nH]2)cc1
25: O=C(COC(=O)c1ccncc1)Nc1cccc(Cl)c1
screen / no. | 21 | 22 | 23 | 24 | 25
UBC13 polyUb | 1 | 3 | -6 | -6 | -12
CXCR6 block | -11 | -8 | 7 | -6 | -2
APJ ag | 0 | -3 | -4 | -3 | 0
APJ antag | -7 | 3 | -12 | -1 | 11
ATG4B inhibitor | -4 | -1 | -3 | -5 | -9
Gli-Sufu block | 3 | 5 | -13 | -10 | -4
CCR6 antagonist | 1 | 7 | 14 | 5 | -17
EBI2 antag | 93* | -17 | -9 | -2 | -7

Arranged by value in UBC13 polyUb (rising): some entries from above.
| no. | structure | UBC13 polyUb | CXCR6 block | APJ ag | APJ antag | ATG4B inhibitor | CCR6 antagonist | EBI2 antag |
| --- | --- | --- | --- | --- | --- | --- | --- | --- |
| 25 | O=C(COC(=O)c1ccncc1)Nc1cccc(Cl)c1 | -12 | -2 | 0 | 11 | -9 | -17 | -7 |
| 21 | O=C(/C=C/c1ccc(F)cc1)N1CCN(Cc2ccccc2)CC1 | 1 | -11 | 0 | -7 | -4 | 1 | 93* |
| 22 | O=C(NNS(=O)(=O)c1ccc(F)cc1)C1CCN(Cc2cccc(F)c2)CC1 | 3 | -8 | -3 | 3 | -1 | 7 | -17 |

(listing goes on)
26: COc1ccc(CNC(=O)CC(NC(N)=O)c2ccccc2Cl)cc1OC (configuration not stated)
27: Cc1cc(N2CCCCC2)nc2ccccc12
28: Cc1cc(S(=O)(=O)N2CCC(NC(=O)C34CC5CC(CC(C5)C3)C4)CC2)ccc1-n1cnnn1
29: COc1ccc(NC2=NCCC2)cc1
30: CCc1cc(C(=O)c2ccc(C)cc2)c(NC(=O)CCl)s1
31: CCOC(=O)C1=C(O)/C(=C\c2cccs2)N=C1C
32: O=C(CSc1nnc(NC(=O)c2ccco2)s1)Nc1ccccc1F
screen / no. | 26 | 27 | 28 | 29 | 30 | 31 | 32
UBC13 polyUb | -1 | -6 | 4 | 1 | 6 | -6 | 1
CXCR6 block | -5 | -6 | 2 | 9 | -4 | 1 | -4
APJ ag | -2 | -1 | -2 | 0 | 2 | -1 | -2
APJ antag | -22 | -8 | 14 | 12 | -15 | 0 | 14
ATG4B inhibitor | 4 | -10 | -5 | 2 | 0 | 7 | -7
Gli-Sufu block | 8 | 0 | 4 | 2 | 11 | 0 | -12
CCR6 antagonist | 1 | 2 | 3 | 7 | 5 | 14 | 7
EBI2 antag | 6 | 7 | 18 | 2 | -2 | -12 | 2

From PubChem

This is a random part of the collection; any-hit rate near 3%.
